High-throughput results (PubChem)
CHOP inh = CHOP inhibition in unfolded protein response; CHO-K1 CHOP-promoter luciferase, tunicamycin-induced, 15-18 h; inhibition, % at 10 µM; 220,000 compounds, 3.8% hits; AID 2732;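 active = compounds that reduced the stress-induced luciferase reporter signal by more than about 70% of percent inhibition, limit read from the data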;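 note: 0% = tunicamycin plus vehicle and 100% = wells without tunicamycin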
EP2 mod = EP2 receptor (human) modulation | P43116 | EP2-expressing cells, cAMP HTRF FRET, PGE2 co-stimulation | induction, % at 25 µM | 260,000 compounds, 0.83% hits;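 active = compounds whose cAMP rise, as percent of the full-agonist control response, exceeds 60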;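 note: rat C6 glioma line stably carrying human EP2 under a CMV promoter; the protocol text gives 20 µM as final concentration; 100% = response of wells given 1 µM PGE2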
Target sequence (P43116 whole entry, looked up): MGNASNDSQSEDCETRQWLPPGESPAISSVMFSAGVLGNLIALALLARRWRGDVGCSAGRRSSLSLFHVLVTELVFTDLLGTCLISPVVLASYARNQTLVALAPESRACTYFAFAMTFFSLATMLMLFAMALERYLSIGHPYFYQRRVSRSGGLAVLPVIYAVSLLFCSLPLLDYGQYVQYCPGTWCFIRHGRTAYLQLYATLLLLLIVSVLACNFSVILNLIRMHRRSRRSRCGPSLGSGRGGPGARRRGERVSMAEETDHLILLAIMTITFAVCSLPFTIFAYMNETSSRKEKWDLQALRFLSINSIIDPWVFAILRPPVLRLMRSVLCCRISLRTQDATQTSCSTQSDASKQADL
* marks the source's active call; other numbers are inactive results; · = no result given; & = joins results of further samples. A portion of the library; count on the stated rates, not on these rows.

SMILES	CHOP inh	EP2 mod
Cc1nnc(NC(=O)c2ccc(Cl)cc2)s1	·	-24.2
COC(=O)c1ccccc1NC(=O)COc1ccc(S(=O)(=O)N2CCCC2)cc1	·	-10.4
CN1[C@@H](C(=O)Nc2c(Cl)cccc2Cl)C[C@@H](c2cccs2)NS1(=O)=O	·	3.8
O=C(Cc1ccc(F)cc1)N1CCC(n2cnc3cccnc32)CC1	·	-1.3
O=C(CN1C(=O)CSC1=O)Nc1cccc(Cl)c1	·	-13.3
O=C1OC2(CCCCC2)OC(=O)C1=Cc1ccc(Cl)cc1	·	-19.9
Nc1ccc(S(N)(=O)=O)cc1	·	6.6
CCC(C)C(=O)Nc1nnc(Cc2ccccc2)s1 (stereo unspecified)	·	8.1
COc1ccc(-c2noc(-c3cc(Cl)ccc3OC)n2)cc1OC	·	-26.3
CCOC(=O)C(C)n1cnc2sc(C)c(-c3ccc(C)c(C)c3)c2c1=O (stereo unspecified)	·	30.1
C/C(Cl)=C/Cn1c(NCc2ccco2)nc2c1c(=O)n(C)c(=O)n2C	·	-31.5
CCCn1c(=O)c(C(=O)Nc2ccccc2OC)c(O)c2ccccc21	·	66.7*
O=C(c1ncoc1-c1ccc(F)cc1)N1CCN(Cc2ccc3c(c2)OCO3)CC1	·	-66.1
COc1ccc(OC)c(NC(=O)CSc2nnc(-c3ccccc3O)o2)c1	·	5.1
O=c1[nH]c(=O)n(C2C[C@@H](O)[C@@H](CO)O2)cc1F (stereo partly specified)	·	7.2
CCn1c(SCC(=O)Nc2cccc(NC(=O)C3CCCCC3)c2)nnc1-c1cccs1	·	-5.9
CCC(CN1CCN(C)CC1)NC(=O)Cc1ccc2c(c1)CCC2 (stereo unspecified)	·	-33.3
Cc1ccc(Cn2nnc3c(=O)[nH]c(C4CCN(C(=O)C5CCC5)CC4)nc32)cc1	·	9.5
Cn1c(=O)[nH]c(=O)c2c1nc1oc(-c3ccc(Br)cc3)cn12	·	28.5
CC(C)(C)c1ncc(C(=O)Nc2nnc(Cc3cccc(F)c3)s2)cn1	·	-64.1

Whole records, looked up by structure.
Entry for COc1ccc(OC)c(NC(=O)CSc2nnc(-c3ccccc3O)o2)c1 : CHOP inh = ·; EP2 mod = 5.1
Entry for Cc1nnc(NC(=O)c2ccc(Cl)cc2)s1 : CHOP inh = ·; EP2 mod = -24.2

Additional entries.
SMILES	CHOP inh	EP2 mod
Cc1[nH]n2c(=O)c3c(nc2c1-c1cccs1)CCC3	·	30.4
CN(C(=O)c1cc(-c2ccc(Cl)cc2Cl)on1)C1CCCCC1	·	-8.4
CCn1c(SCC(=O)NCc2ccccc2)nnc1C1CCCCC1	·	17.3
Cn1c(N2CCCC(C(=O)NCC3CC3)C2)nc2ccccc21 (stereo unspecified)	·	-1.3
CCCc1nnc(NC(=O)c2cc(Cl)ccc2OC)s1	·	-52.6
CC1CCc2c(sc3ncn(CC(=O)OCc4ccccc4)c(=O)c23)C1 (stereo unspecified)	·	33.9
COc1cccc(CC(=O)N2CCC[C@@H]2Cn2nc(-c3cccs3)ccc2=O)c1	·	-35.5
Cc1cccc2cc(CN(CCCN3CCOCC3)C(=O)Nc3ccccc3)c(=O)[nH]c12	·	25.2
O=C1CN=C(Nc2ccccc2)N1c1ccc2c(c1)OCCO2	·	-5.6
Cc1ccc2cc(CN(Cc3ccccc3Cl)C(=O)NC3CCCCC3)c(=O)[nH]c2c1C	·	-26.0
CCOc1ccc2[nH]c(=O)c(CN(CCO)S(=O)(=O)c3c(C)cc(C)cc3C)cc2c1	·	11.8
CC(=O)O[C@]1(C)N=NC2(CCCCC2)O1	·	14.0
CC(C)n1c(SCC(=O)N2CCCCC2)nc2c1c(=O)n(C)c(=O)n2C	·	3.0
O=C1NC(=Nc2ccc3c(c2)OCO3)S/C1=C\c1ccc(-c2ccc3c(c2)COC3=O)o1	·	11.8
NC(=O)c1c(NC(=O)C2CC(c3c(F)cccc3Cl)=NO2)sc2c1CCCC2 (stereo unspecified)	·	-157.8
CCOC(=O)c1sc(NC(=O)CSc2nnc3c(C)cc4cc5c(cc4n23)OCCO5)nc1C	·	2.8
COc1cc(C(=O)NC2CCN(CC(=O)Nc3ccccc3F)CC2)cc(OC)c1OC	·	-16.4
Cc1ccc2cc(CN(Cc3ccccc3)C(=O)NC3CCCCC3)c(=O)[nH]c2c1C	·	23.3
Cc1ccc(C(=O)CCCn2nnc(-c3ccncc3)n2)cc1C	·	-47.7
CCOc1ccc(N(C(=O)c2csnn2)C(C(=O)NC(C)(C)C)c2ccccc2)cc1 (stereo unspecified)	·	-23.5
CC(C)NC(=O)CNCc1cccs1	·	10.3
N/C(CC/C(N)=N\O)=N\O	·	38.6
CCCc1nnc(NC(=O)C(CC)Oc2ccccc2)s1 (stereo unspecified)	·	2.6
CC(C)NC(=O)C1CC(c2ccccc2Cl)=NO1 (stereo unspecified)	·	-15.5
COc1ccc(CNC(=O)CSc2nc3sc4c(c3c(=O)[nH]2)CCC(C)C4)cc1 (stereo unspecified)	·	22.7
Cc1ccc(C)c2[nH]c(=O)c(C(c3nnnn3Cc3ccccc3)N3CCN(C)CC3)cc12 (stereo unspecified)	·	-44.4
Cc1nc(C(=O)Nc2ccccc2C(F)(F)F)cc2c1[nH]c1ccccc12	·	-3.8
CCN1C(=O)/C(=C/c2ccccc2Cl)SC1=S	·	36.0
COc1ccc(OC)c(C(C)NC(=O)C2CCCN(c3nc(C)cc(C)n3)C2)c1 (stereo unspecified)	·	3.8
O=C1C(=O)N(CCOCCO)C(c2ccccn2)/C1=C(/O)c1ccccc1 (stereo unspecified)	·	10.9
O=c1cc[nH]c(=S)[nH]1	·	7.0
COCC(=O)N(Cc1cc2cc(C)ccc2[nH]c1=O)c1cc(C)ccc1C	·	6.0
CC(CCc1ccccc1)NC(=O)CN1CCC2(CC1)NC(=O)c1ccccc1O2 (stereo unspecified)	·	-22.1
Cn1cc(NC(=O)c2cc(NC(=O)c3cc(NC=O)cn3C)cn2C)cc1C(=O)NCCC(=N)N	-12.3	-6.2
O=C1C2C3C=CC(C3)C2C(=O)N1CNc1ccc(O)cc1 (stereo unspecified)	-2.6	33.4
CCCCC1=CC2=C(c3ccco3)C(=O)C(C)(OC(=O)c3ccc(OC)cc3)C(=O)C2=CN1C1CC1 (stereo unspecified)	-241.4	3.1
COc1ccc(NC(=O)c2nc[nH]c2C(=O)N2CCC(C)CC2)cc1	1.4	-15.0
COc1ccc(C(=O)N2CC3(CC(c4cccc(NC(=O)CC(c5ccccc5)c5ccccc5)c4)=NO3)C[C@H]2C(N)=O)cc1 (stereo partly specified)	6.0	-6.8
COC(=O)CCCC1=CC2=CC(=O)C(C)(OC(=O)c3cccs3)C(=O)C2=CN1Cc1ccc2c(c1)OCO2 (stereo unspecified)	4.1	5.6
CC(=O)[C@@H]1[C@@H](C)N(Cc2ccccc2)C(=O)N[C@H]1c1cccc(C(F)(F)F)c1	8.8	-8.2
CN1C(C(=O)NCc2ccccc2)CC2Cn3c(nc4ccccc43)C21 (stereo unspecified)	-20.2	5.0
COc1ccc(C(CCN2CCCC2)c2c(O)cc(OC)cc2OC)cc1 (stereo unspecified)	-8.0	-8.5
O=C(NC1CC1)C1=C[C@@H](C2CC2)C[C@@H](OCc2ccc(CO)cc2)O1	11.5	9.3
CC(=O)O[C@H]1C(=O)[C@@]2(C)C([C@H](OC(=O)c3ccccc3)[C@]3(O)C[C@H](OC(=O)[C@H](O)[C@@H](NC(=O)c4ccccc4)c4ccccc4)C(C)=C1C3(C)C)[C@]1(OC(C)=O)CO[C@@H]1C[C@@H]2O (stereo partly specified)	88.2*	32.6&24.9
COCCNc1nc(-c2cc(-c3ccccc3)on2)cc(C(C)C)n1	41.9	-6.9
O=C1NC[C@H](Cc2ccccc2)N(CC2CCCCC2)C1=O	10.7	-0.4
COC(=O)c1c(O)ccc(Oc2ccccc2)c1C(=O)OC	17.6	16.3
c1ccc(-c2ccc(CN3C[C@@H]4C(c5ccccc5)C5(c6cccnc6)CC4(C5)[C@H]3c3ccccc3)cc2)cc1 (stereo partly specified)	15.6	15.2
CCN1C(=O)C=CC1=O	-8.5	-6.6
CNC(=O)c1nc(C)c(C2(C)CC(c3cccc([N+](=O)[O-])c3)=NO2)s1 (stereo unspecified)	-0.8	-18.6
O=C(NCc1cccc(C(F)(F)F)c1)C1CC(c2ccccc2C(F)(F)F)=NO1 (stereo unspecified)	5.9	-7.3
C=CCN1c2ccccc2[C@]23C[C@@H](C(=O)OC)N(C(=O)NCCC)C2=NC(C(=O)OC)=C(C(=O)OC)[C@H]13	22.0	6.1
CC1=CC(C/C(C)=C/COc2ccc3ccc(=O)oc3c2)OC1=O (stereo unspecified)	10.4	-9.4
c1ccc(C2[C@H]3CN(Cc4cccnc4)[C@H](c4ccccc4)C34CC2(c2cccnc2)C4)cc1 (stereo partly specified)	39.8	29.7
NC(=O)CC(NC(=O)Cc1cccc2ccccc12)c1ccc(NCc2ccc(F)c(F)c2)c([N+](=O)[O-])c1 (stereo unspecified)	9.3	10.2
COc1ccc(-c2cc3ccccc3s2)cc1[C@H]1[C@H]2C=CC[C@@H](C)[C@@H]2C(=O)N1Cc1ccccc1	-18.5	25.8
COC(=O)CCCC1=CC2=CC(=O)C(C)(OC(=O)c3cccs3)C(=O)C2=CN1Cc1ccccc1 (stereo unspecified)	-7.4	2.8
N=c1ccn2c(n1)OC1[C@@H](O)[C@@H](CO)O[C@H]12 (stereo partly specified)	16.1	-0.5
NS(=O)(=O)c1cc2c(cc1Cl)NC(C1CC3C=CC1C3)NS2(=O)=O (stereo unspecified)	-0.3	-27.4
COC(=O)c1ccc(C23CC4(C2)[C@H](CN(C)[C@@H]4c2ccccc2)C3c2ccc(C(F)(F)F)cc2)cc1 (stereo partly specified)	11.3	14.9

Structures from the list above with two or more sulfur atoms:
SMILES	CHOP inh	EP2 mod
CN1[C@@H](C(=O)Nc2c(Cl)cccc2Cl)C[C@@H](c2cccs2)NS1(=O)=O	·	3.8
CCn1c(SCC(=O)Nc2cccc(NC(=O)C3CCCCC3)c2)nnc1-c1cccs1	·	-5.9
CCOC(=O)c1sc(NC(=O)CSc2nnc3c(C)cc4cc5c(cc4n23)OCCO5)nc1C	·	2.8
COc1ccc(CNC(=O)CSc2nc3sc4c(c3c(=O)[nH]2)CCC(C)C4)cc1 (stereo unspecified)	·	22.7
CCN1C(=O)/C(=C/c2ccccc2Cl)SC1=S	·	36.0
NS(=O)(=O)c1cc2c(cc1Cl)NC(C1CC3C=CC1C3)NS2(=O)=O (stereo unspecified)	-0.3	-27.4

Going on with the list:
SMILES	CHOP inh	EP2 mod
CC(C)CCNC(=O)c1onc(CSc2ccncc2)c1C(=O)NCCC(C)C	61.8	-0.8
COC(=O)[C@@H]1C[C@@]2(O)[C@H](O)[C@H](O)[C@H](O)C[C@H]2N1Cc1ccc(C(F)(F)F)cc1	-2.0	3.6
NC(=O)CC(NC(=O)Cc1ccc(Br)cc1)c1ccc(NCCOc2ccccc2)c([N+](=O)[O-])c1 (stereo unspecified)	-15.6	-1.2
COc1ccc(/C=C/c2ccccc2)cc1[C@H]1[C@@H]2C=CCC[C@@]2(C)C(=O)N1Cc1ccccc1	-41.2	33.2
O=C(CCn1c(=O)oc2ccccc21)Nc1ccc2c(c1)OCCO2	-13.0	11.0
C[C@H](O)C(=O)C1=Nc2c(nc(N)[nH]c2=O)NC1	-0.3	-3.1
NC1=NC[C@H](Cc2ccccc2)N1CCc1cc(C(F)(F)F)cc(C(F)(F)F)c1	2.2	32.4
CC(C)C[C@H](CO)Nc1nc(Nc2cccc(Cl)c2)c2ncn(C(C)C)c2n1	53.6	11.4
C=C(C)C(=O)Nc1cccc(C2=NOC3(C2)C[C@@H](C(N)=O)N(C(=O)CCCCC)C3)c1 (stereo partly specified)	-10.7	-16.3
COc1ccc(-c2ccc([C@H]3[C@@H]4C=CCC[C@@]4(C)C(=O)N3Cc3ccccc3)c(F)c2)cc1	5.4	12.9
COc1ccc(C2=NOC(C)(c3nnc(-c4ccc(F)cc4)o3)C2)cc1 (stereo unspecified)	-7.8	-9.7
CCOC(=O)c1ccc(NC(=O)c2nc[nH]c2C(=O)NCCCCCNC(=O)OC(C)(C)C)cc1	30.8	-19.2
CCCCCC(=O)N1CC2(CC(c3cccc(NC(=O)CC)c3)=NO2)C[C@H]1C(N)=O (stereo partly specified)	2.6	9.3
O=C(CN1CCN(Cc2ccc(F)cc2)C1=O)NCc1cccs1	23.4	15.9
CC[C@@H](C)CN1C(=O)N[C@@H](CCc2ccccc2)C(C(C)=O)=C1C	10.0	4.3
O=C(NCCc1cccs1)C1CC(c2cccc(F)c2)=NO1 (stereo unspecified)	-15.9	-1.8
NC(=S)c1ccc[n+]([C@@H]2O[C@@H](COP(=O)([O-])OP(=O)(O)OC[C@H]3O[C@@H](n4cnc5c(N)ncnc54)C(OP(=O)(O)O)[C@H]3O)C(O)C2O)c1 (stereo partly specified)	-5.9	9.8
COc1ccc(CCNC(=O)C2CC(c3ccccc3C(F)(F)F)=NO2)cc1 (stereo unspecified)	-2.5	-13.1
O=C(O)CC1CCCc2ccccc2C1O (stereo unspecified)	-34.6	25.6
COc1ccc(C2/C=C\CN(C(=O)c3ccc(C)cc3)[C@H](Cc3ccccc3)C(=O)N2Cc2ccc(F)cc2)cc1 (stereo partly specified)	-9.3	7.9
CCC1=C(OC(=O)N(CC)CC)N2C(=O)OC(=NCCc3c[nH]c4ccccc34)[C@]2(C)[C@H]2C1=CC[C@H]1C(=O)N(CC)C(=O)[C@H]12	11.8	12.3
C[C@H]1CC[C@]2(O[C@H](CCO)C[C@@H](O)[C@@H]2O)O1	-14.2	15.8
COc1cc(NC(=O)c2ccnnc2)cc(C(=O)Nc2cccc(C(F)(F)F)c2)c1	-9.9	-4.7
